LRH-1 inv ag: NR5A2 inverse agonism in reporter assay | O00482 | HEK293T StAR-luciferase reporter, LRH-1 transfected, 24 h | inhibition, % at 3.6 µM | actives 0.13% (n = 360,000) | AID 602396;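 active = inhibition above the mean inhibition of all tested compounds plus 3 SD, cut at about 73% in these data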;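 also: 0% = DMSO wells and 100% = reporter-only cells lacking LRH-1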
Vif inh: blocks HIV Vif function; inhibition, % at 7.49 µM; HEK293T cells, Vif self-association by quenched fluorescence, imaging, 24 h; AID 602346; actives 0.35% (n = 340,000); in the data active = inhibition above about 50%, passing the limit was not always enough; also: some results filed as inactive read as strong as hits
TROY NFkB inh: blocks TROY-dependent signaling in reporter cells; Q293 LMP1-TROYcd NF-kB luciferase reporter, 4 h; inhibition, % at 10 µM; actives 0.98% (n = 360,000); AID 1347056;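 active = compounds whose plate-normalised and pattern-corrected inhibition of the luciferase reporter signal at the single screening dose is 50% or more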
NCOA3 inh: human NCOA3 inhibition. Q9Y6Q9. inhibition, % at 3.6 µM. HEK293 GAL4-SRC3 luciferase reporter, luminescence. actives 0.17% (n = 360,000). AID 588352;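 active = inhibition above a per-campaign cutoff, the mean of all compounds plus 3 SD, cut at about 60% in these data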;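 also: 0% = DMSO-treated cells and 100% = gossypol-treated cells at 36 µM; higher means less SRC3-driven luciferase light from the GAL4 reporter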
NOD2 RIPK2 PPI: blocks binding of human NOD2 to RIPK2; O43353; CHO BLA complementation NOD2-RIPK2, CCF4 ratio; inhibition, % at 4.98 µM; actives 0.38% (n = 360,000); AID 624267; in the data active = inhibition above about 21%;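 also: 0% = vehicle only and 100% = reference blocker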
COUP-TFII inh: NR2F2 (human) inhibition, primary screen; HEK293T NGFI-A luciferase reporter, luminescence; inhibition, % at 8.6 µM; P24468; actives 0.7% (n = 370,000);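 active = inhibition above a per-plate cutoff, mean inhibition of test wells between control levels plus 3 SD, cut at about 38% in these data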;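 also: cells cotransfected with COUP-TFII expression vector driving the NGFI-A reporter; 0% = median of COUP-TF2 test wells and 100% = reporter-only cells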
TLR9-MyD88 inh: inhibitors of human TLR9-MyD88 binding; Q9NR96+Q99836; CHO BLA complementation TLR9-MyD88, CCF4 FRET ratio; inhibition, % at 4.98 µM; actives 0.21% (n = 340,000); AID 504734;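 active = inhibition above the mean over all tested compounds plus 3 SD, cut at about 21% in these data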;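 also: 0% = DMSO only wells and 100% = clavulanate BLA inhibitor control wells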
NCOA1 inh: human NCOA1 inhibition; HEK293 GAL4-SRC1 luciferase reporter, luminescence; actives 0.12% (n = 360,000); Q15788; AID 588354; inhibition, % at 3.6 µM;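 active = inhibition above the campaign mean plus 3 SD, with each screening campaign given its own cutoff, cut at about 60% in these data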;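 also: 0% = DMSO treated cells and 100% = gossypol at 36 µM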
LMP1 NFkB inh: reduces LMP1-driven NF-kappaB luciferase signal; AID 504558; LMP1-induced NF-kappaB luciferase reporter cells, luminescence; inhibition, % at 12.5 µM; actives 0.69% (n = 350,000); in the data active = inhibition above about 41%;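 also: 0% = neutral control wells and 100% = reference inhibitor control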
TRAIL sens C8: sensitizes caspase-8 expressing cells to TRAIL; actives 1% (n = 360,000); NB7+C8 cells + TRAIL, ATPlite viability luminescence; inhibition (viability loss, TRAIL sensitization), % at 10 µM;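 active = compounds causing at least 50% loss of cell viability in the single-dose screen, relative to plate controls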
SRC2 inh: inhibits human steroid receptor coactivator 2; Q15596; HEK293 GAL4-SRC2 luciferase reporter, luminescence; inhibition, % at 9 µM; actives 0.17% (n = 370,000); AID 651957;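 active = inhibition above the mean inhibition of all tested compounds plus 3 SD, set per campaign, cut at about 52% in these data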;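 also: 0% = DMSO treated cells and 100% = cells given Gossypol at 36 µM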
The depositor's hits bear a star; · = not tested or not shown.

SMILES | LRH-1 inv ag | Vif inh | TROY NFkB inh | NCOA3 inh | NOD2 RIPK2 PPI | COUP-TFII inh | TLR9-MyD88 inh | NCOA1 inh | LMP1 NFkB inh | TRAIL sens C8 | SRC2 inh
CCc1c(C)sc(NC(=O)c2ccco2)c1C(=O)N1CCCCC1 | -12 | -1 | 0 | 16 | 2 | 2 | -4 | -21 | 4 | -19 | 6
OC(c1cccc(Cl)c1)c1ncc(-c2cccc(C(F)(F)F)c2)[nH]1 (stereo unspecified) | -5 | · | 12 | -3 | 1 | 7 | · | -10 | · | 12 | 2
N#Cc1cc2c(cc1NC(=O)CCn1cnnn1)OCO2 | -17 | 6 | -38 | -19 | 0 | -10 | -3 | 2 | 1 | -8 | 5
Cc1ccc2c(c1)N(CC(=O)N(Cc1ccc3c(c1)OCO3)CC1CCCO1)C(=O)C(C)O2 (stereo unspecified) | 9 | 1 | -3 | 1 | -5 | 3 | -2 | 4 | 1 | -3 | 8
CCCNC(=O)C1(C)CCCN(Cc2c(F)cccc2F)C1 (stereo unspecified) | 4 | · | -5 | 7 | -9 | -1 | · | 6 | · | 1 | 10
CCc1nc(SCc2ccccc2C#N)n[nH]1 | -19 | -1 | -4 | -9 | -1 | 5 | -6 | 3 | -3 | -6 | -11
O=C1CSCC(=O)N1Cc1ccc(Cl)c(Cl)c1 | 16 | 0 | -8 | 8 | -20 | 6 | 3 | 23 | 5 | 2 | 3
CCN(c1ccc(NC(=O)COC(=O)c2cc3ccccc3oc2=O)cc1)C(C)C | 14 | 6 | -18 | -23 | -1 | -14 | -8 | -18 | -5 | -10 | -24
Fc1ccc(CNC(=S)NCc2ccc(F)cc2)cc1 | -7 | 11 | -2 | -9 | -3 | -13 | -3 | 10 | -9 | 2 | -24
Cn1ccnc1SCC(=O)Nc1cccc2ccccc12 | -24 | 0 | -9 | -21 | -3 | -3 | -4 | -11 | -10 | -21 | -13
CNS(=O)(=O)c1cccc2nsnc12 | 9 | 0 | -7 | 9 | -4 | 11 | -7 | -15 | 4 | -13 | -21
N#CCSc1nc2ccc(N3CCCCC3)cc2c(=O)n1Cc1ccccc1 | -18 | -7 | -11 | -15 | -4 | -18 | 7 | -5 | 5 | 9 | -24
Nc1nnc(CC(=O)N/N=C/c2ccccc2OCc2ccccc2F)s1 | 14 | -16 | -22 | 13 | 1 | -10 | 4 | -11 | -6 | -1 | -18
COc1ccccc1/C=C/C(=O)NC(=S)NC(C)C | 9 | -1 | -24 | 1 | -1 | -2 | 6 | -16 | -6 | -3 | 15
Cn1c(Cn2c(=O)sc3ccccc32)nnc1SCC(=O)Nc1cccc(F)c1 | -8 | -3 | 9 | -2 | -14 | -9 | -7 | -6 | 1 | -8 | -15
Cc1ccc(F)cc1NC(=O)C1CCN(c2cnccn2)CC1 | -1 | 3 | 13 | 40 | -2 | 21 | -1 | -11 | -11 | 9 | -4
COc1cccc(CNCCSc2nnnn2C)c1 | 13 | 10 | -8 | -5 | 1 | -4 | -3 | 9 | -15 | -6 | -10
CN1CCCC(OC(=O)c2ccc(Cl)cc2)C1 (stereo unspecified) | 11 | 2 | 9 | 13 | 0 | -5 | 4 | -12 | -2 | 9 | 18
S=C(Nc1ccccc1Cl)N(Cc1cccnc1)Cc1ccco1 | -14 | -3 | 8 | 2 | -2 | 0 | 1 | -8 | 2 | -1 | 12
Cc1ccc(Cl)cc1N(CC(=O)NC1CCCC1)C(=O)c1csnn1 | -1 | 5 | -18 | -11 | -1 | -10 | -10 | 1 | -3 | 12 | -13

Compounds listed so far with an NH in an aromatic ring:
SMILES | LRH-1 inv ag | Vif inh | TROY NFkB inh | NCOA3 inh | NOD2 RIPK2 PPI | COUP-TFII inh | TLR9-MyD88 inh | NCOA1 inh | LMP1 NFkB inh | TRAIL sens C8 | SRC2 inh
OC(c1cccc(Cl)c1)c1ncc(-c2cccc(C(F)(F)F)c2)[nH]1 (stereo unspecified) | -5 | · | 12 | -3 | 1 | 7 | · | -10 | · | 12 | 2
CCc1nc(SCc2ccccc2C#N)n[nH]1 | -19 | -1 | -4 | -9 | -1 | 5 | -6 | 3 | -3 | -6 | -11

Following part:
SMILES | LRH-1 inv ag | Vif inh | TROY NFkB inh | NCOA3 inh | NOD2 RIPK2 PPI | COUP-TFII inh | TLR9-MyD88 inh | NCOA1 inh | LMP1 NFkB inh | TRAIL sens C8 | SRC2 inh
COc1ccc(NC(=O)c2csc(C)c2)cc1OC | -25 | -6 | -25 | 3 | 4 | -27 | -2 | -27 | -1 | 17 | -65
Cc1cc(=O)oc(C)c1C(=O)OCC(=O)c1ccc(Cl)cc1 | -47 | 1 | -53 | -24 | 2 | -2 | -3 | -20 | 8 | 11 | 15
O=C(CN(Cc1ccc(F)cc1)C(=O)CCC(=O)Nc1ccccn1)NCCc1ccccc1 | -10 | -8 | -11 | -18 | -2 | 4 | -6 | 0 | -5 | -8 | -3
Cc1nc(Cc2nnc(SCC(=O)N3CC(=O)Nc4ccccc43)o2)cs1 | -6 | 14 | -1 | -3 | -2 | -4 | -2 | -3 | 3 | -1 | -13
C=CCC[C@@H](Cc1ccc(F)cc1)C(=O)OC[C@@H](NC(=O)[C@H](CC=C)CC(=O)NCCO)C(C)(C)C | -5 | 0 | 6 | 1 | 10 | 2 | -8 | -5 | 2 | 2 | 3
Cc1ccccc1C(=O)NNC(=O)C1CC(=O)N(Cc2ccccc2)C1 (stereo unspecified) | -7 | 9 | -3 | 3 | -9 | 8 | 2 | -6 | -18 | 17 | -5
COc1ccc(N(CC(=O)NCc2ccccc2OC)S(=O)(=O)c2ccccc2[N+](=O)[O-])c(OC)c1 | 8 | -1 | -8 | 15 | 6 | -1 | -5 | -13 | -3 | 8 | 3
Cc1cc(=O)oc(C)c1C(=O)Nc1ccc(Cl)cn1 | -11 | · | 6 | 0 | -1 | -4 | -6 | -18 | -4 | -21 | -6
O=C1CCCC(=O)C1CS(=O)(=O)c1ccccc1 | 0 | 7 | 8 | 5 | 4 | -3 | 1 | 2 | 0 | 1 | -42
Cc1ccc(-c2noc(CCC(=O)Nc3ccc4c(c3)OCO4)n2)cc1 | 4 | 1 | 9 | 4 | 1 | -12 | 5 | -4 | -2 | -25 | -2
CON(C)S(=O)(=O)c1cccc(C(=O)N(CC(=O)Nc2ccccc2C(F)(F)F)Cc2ccco2)c1 | -7 | 28 | -6 | 13 | -9 | 1 | -5 | -1 | 1 | -6 | 16
CCOC(=O)C1=C(N)Oc2cc(O)ccc2C1c1cccnc1 (stereo unspecified) | 5 | -3 | 3 | -10 | -1 | 0 | -9 | 0 | 5 | -11 | 5
CC(NC(=O)c1ccccc1C(=O)O)c1ccc(-n2ccnc2)cc1 (stereo unspecified) | 0 | 17 | -8 | 9 | -7 | 5 | -1 | -1 | 4 | -3 | 15
Cc1ccc(S(=O)(=O)N(Cc2n[nH]c(=S)n2-c2ccccc2)c2ccccc2)cc1 | -5 | 4 | -3 | 14 | 8 | 6 | 3 | -2 | -11 | 3 | 3
CC(N)=Nc1ccc([N+](=O)[O-])cc1 | 11 | -1 | 10 | 17 | 1 | -20 | 0 | -10 | -6 | -9 | 6
O=C(c1cccc([N+](=O)[O-])c1)N1CCCC(C(=O)N2CCCCCC2)C1 (stereo unspecified) | 7 | 30 | -4 | 10 | -5 | 13 | -6 | 11 | 4 | 5 | -17
CCOC(=O)C(=O)Nc1ccccc1C#N | 14 | 3 | -1 | 13 | 4 | 4 | 9 | -2 | 5 | -4 | -25
CCOC(=O)Nc1ccc([N+](=O)[O-])cc1C | 4 | -5 | -14 | -10 | -5 | 2 | -3 | 1 | 4 | -5 | -1
O=C(COc1ccccc1Cl)Nc1ccc2oc(=O)ccc2c1 | -31 | 20 | -12 | -67 | -4 | -30 | -1 | -13 | -13 | 11 | -6
CC(C)Sc1nc2ccccc2n2cnnc12 | 10 | -3 | 21 | 10 | -7 | 8 | -21 | -3 | -2 | -4 | -9
CCOC(=O)C1=CCN(S(=O)(=O)c2ccc(F)cc2)C1c1ccc(Cl)c(Cl)c1 (stereo unspecified) | 16 | · | · | · | -8 | 1 | · | · | · | 9 | -19
CC1CN(C(=S)Nc2ccccc2C(F)(F)F)CC(C)O1 (stereo unspecified) | 0 | · | -8 | 15 | -4 | -1 | -9 | 15 | -9 | 0 | 5
N#Cc1c(N)n(-c2ccccc2)c(=O)c2cc([N+](=O)[O-])ccc12 | -2 | -1 | -3 | -3 | 4 | -7 | 11 | -12 | 1 | -14 | 13
COc1ccc(Cc2nnc(NC(=O)c3ccc(OC)cc3OC)s2)cc1 | -66 | -11 | -59 | -44 | 10 | -24 | 5 | -92 | -5 | -1 | -14
O=C(c1ccco1)N1CCN(CCCCN2C(=O)c3ccccc3C2=O)CC1 | -3 | 1 | -7 | -12 | -4 | -9 | 3 | 4 | -13 | -22 | -42
CCC(C(=O)NC1CCCCC1)N(CC1CCCO1)C(=O)CNS(=O)(=O)c1ccc(OC)cc1 (stereo unspecified) | 5 | -4 | 13 | -8 | 4 | 2 | 0 | -13 | -1 | -1 | -18
COc1ccc(C)cc1S(=O)(=O)N(C)CC(=O)NCc1ccccn1 | 19 | 7 | 10 | -2 | 5 | -6 | -8 | 3 | 3 | 3 | -15
COc1cc(/C=C/C(=O)OCC(=O)NCc2ccco2)ccc1OCC#N | -9 | -2 | -7 | -19 | -1 | 15 | -9 | 0 | -6 | -2 | 14
COc1cc(NC(=O)c2ccc(Cl)cc2Cl)ccc1NC(=O)c1cccs1 | -15 | -18 | -18 | 1 | -2 | 7 | 4 | -90 | -11 | -2 | 3
CC(C)(C)[C@@H]1C=C(C(=O)N2CCN(Cc3ccccc3)CC2)O[C@H](OCc2ccc(CO)cc2)C1 | 0 | -13 | 6 | -4 | 2 | 17 | -8 | -4 | 6 | 2 | 8
O=S(=O)(NCc1ccccn1)c1ccc2c(c1)OCCO2 | -4 | 2 | -11 | 6 | 5 | 7 | -12 | 2 | -4 | -13 | 1
CCC(C)(C)n1nnnc1C(c1cccnc1)N1CCN(c2cccc(C(F)(F)F)c2)CC1 (stereo unspecified) | 37 | -3 | -11 | 7 | 1 | 16 | -3 | 11 | 8 | 15 | 0
Nc1ccc(NC(=O)Nc2ccc(N)cc2)cc1 | -38 | -5 | -23 | -34 | 3 | -24 | 10 | -58 | -4 | -19 | -12
COc1ccc(Cl)cc1-c1nc(-c2ccc(NC(=O)c3cccs3)cc2)no1 | -92 | -1 | -16 | -42 | -4 | · | 4 | -70 | -12 | 29 | ·
COc1ccc2ccccc2c1/C=N/O | -12 | 20 | -4 | 12 | -2 | -13 | 1 | -11 | 3 | -11 | -23
CC1CC(C)CN(C(=O)CN(C)S(=O)(=O)c2ccc3c(c2)c(=O)n(C)c(=O)n3C)C1 (stereo unspecified) | 15 | 9 | -10 | -81 | 1 | 8 | -2 | -14 | 1 | 14 | 4
Cc1ccc(C(C)(C)C)cc1S(=O)(=O)Nc1nc2ccccc2nc1Cl | 0 | -17 | 8 | 15 | -12 | 32 | 3 | 14 | 2 | 2 | 2
Cc1cccc[n+]1CC(=O)c1ccc(Cl)cc1 | -9 | 11 | -5 | 1 | -1 | 0 | -10 | -9 | -5 | -1 | -7

A portion of the library; rates above refer to the full screens.
